Screens (PubChem BioAssay)
TSHR antagonist: blocks TSH signaling through the human TSH receptor; P16473; TSHR-expressing cells, TSH-stimulated cAMP HTRF, 2 h; stronger effect = lower value; activity change, negative = inhibition, % at 11.5 µM; 0.2% of 330,000 active; AID 504810;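 active means activity change below a set negative limit, meaning inhibition stronger than a set level, cut at about -70% in these data; inconclusive means activity change between two set negative limits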; further: on the % scale 0 is the no-effect control and ±100 the full control effect
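Competitive HTRF cAMP read-out (cryptate anti-cAMP antibody, cAMP-d2; 30 min, room temperature) in freshly harvested TSHR cells. Compounds added before TSH at EC80 (4nM final), followed by 2 hours' incubation at 37 deg C.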
TCR activator: activators of T cell receptors; primary human leukocytes, anti-CD3, IL-2 HTRF, 48 h; Potency, µM (top dose mostly 9.22 µM), without a hit: at the highest dose activation of IL-2 secretion, most hits filed as activators; 330,000 tested, under 10 active; AID 504894; further: % of control where 0% means no effect
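1) Mix primary human leukocytes, a-CD3 beads and compound. 2) Incubate 48 hr. 3) Add HTRF IL-2 reagents (a-IL-2-K, a-IL-2-d2).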
Giardia killer: Giardia lamblia killing. Giardia lamblia trophozoite viability. 0.15% of 340,000 active. AID 540267. activity change, % at 7.66 µM, hits read low; in the data active means activity change below about -80%; inconclusive means between about -30% and that limit;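 further: parasites exposed to compound for two days anaerobically before the ATP read; on the % scale 0 is the no-effect control and ±100 the full control effect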
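Luminescent ATP signal served as the viability read-out, measured 15-30 min after adding ATP detection reagent to trophozoites that had been incubated with compounds for 48 hrs at 37 deg C anaerobically at 100 cells/well.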
Chronic BCR inh: inhibitors of chronic active B-cell receptor signaling; ABC-DLBCL IkBa-CBG/CBR reporter, luminescence ratio, 4 h; Potency, µM (doses to about 46.1 µM), without a hit: at the highest dose ratio change, negative = lower green/red ratio, most hits filed as inhibitors; 0.05% of 340,000 active; AID 493014; active means well fitted inhibition curve with a large enough effect in the signal ratio, with a control signal flat, not every such curve was filed as active; inconclusive means small, poorly fitted or top-dose-only effect, or effect the other way, or a change in a side signal; the % refers to the signal ratio;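 further: potency means the concentration at half of the fitted maximal effect; plate controls were basal doxycycline-induced cells for no effect and cells given 10 µM MG132 for full effect; MG132 reads +100%, hits lower the ratio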
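Doxycycline induced both beetle luciferases in TMD8 lymphoma cells; IKK-driven degradation limits the IkappaBalpha-fused green signal, while red luminescence normalises for cell number and nonspecific effects. Compounds tested up to 46 uM, 4 hrs.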
Tb PFK block: inhibitors of T. brucei phosphofructokinase. T. brucei PFK, ADP-Glo luminescence. Potency, µM (doses to about 57.5 µM), without a hit: at the top dose activity, negative = inhibition, usual class: inhibitors. 0.17% of 330,000 active. AID 485367;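 further: potency means the concentration at half of the fitted maximal effect; 0% = uninhibited 1x PFK enzyme wells and -100% = no-enzyme wells; nearly all actives have a fitted effect of over 60% in size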
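In TEA buffer at pH 8.0 with 5 mM MgCl2, enzyme (1.25 nM) converted F6P (0.5 mM) and ATP (0.1 mM) for 45 min at room temperature. ADP product was read by luciferase luminescence.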
AT treatment: candidate therapy for ataxia-telangiectasia; […] A-T fibroblasts, KAP-1 phosphorylation AlphaLISA; neocarzinostatin DNA damage 30 min before lysis; Potency, µM (titrated, usually from 57.5 µM), for inactives: at the highest dose activation, most hits filed as activators; 0.19% of 320,000 active; further: potency means the concentration at half of the fitted maximal effect; % of control where 0% means no effect; nearly all actives have a fitted effect of over 45% in size
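ATM-like activity read as KAP-1 phosphorylation via AlphaLISA donor/acceptor antibody pairs after lysis and 6 hr at 25C. Cells were ATM-null patient fibroblasts ([…], hTERT), dosed 60 min, then exposed to the DSB inducer NCS for 30 min.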
KCNH2 WT inh: KCNH2 (human, wildtype) channel inhibition; Q12809; activity change, % at 1.84 µM; U2OS, BacMam KCNH2, thallium flux FluxOr; stronger effect = lower value; 0.37% of 340,000 active; AID 720551;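 active means maximum activity change below -70%; inconclusive means maximum activity change between -70% and -50%; inactive means maximum activity change above -50%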; further: on the % scale 0 is the no-effect control and ±100 the full control effect
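U2OS cells transduced with wild-type KCNH2 virus are loaded with FluxOr dye for 45 min, and thallium flux is measured in kinetic reads before and after stimulation buffer. Rate constants are normalized to DMSO controls.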
FBPA coupling cs: inhibits coupling enzyme system, counter-screen for aldolase hits. coupling enzyme system counterscreen, AmpLite Red fluorescence. activity change, negative = inhibition, % at 58.2 µM, hits read low. 0.67% of 290,000 active; in the data active means activity change below about -30%; further: on the % scale 0 is the no-effect control and ±100 the full control effect
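Counterscreen lacking aldolase: glyceraldehyde-3-phosphate coupling-enzyme reagent preincubated 10 min at RT with compound (at 57.5 uM final), then substrate/coupling system with AmpLite Red added; fluorescence read at 525/598 nm after 20 min RT.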
CXXC DNA block: inhibitors of human MLL CXXC domain-DNA interaction | Q03164 | 0.037% of 290,000 active | MLL-CXXC / FITC-HOXA9 DNA fluorescence polarization | AID 2662 | Potency, µM (highest dose often 115 µM), inactives show at the top dose activity change, negative = inhibition, most hits filed as inhibitors; active means well fitted inhibition curve with a large enough effect in the polarisation, with a control signal flat, not every such curve was filed as active; inconclusive means small, poorly fitted or top-dose-only effect, or effect the other way, or a change in a side signal; inactive means no such curve, though single readings can be large or run the other way; the % refers to the polarisation; further: potency means the concentration at half of the fitted maximal effect
Target sequence (Q03164 whole entry, looked up, the tested form may be a part): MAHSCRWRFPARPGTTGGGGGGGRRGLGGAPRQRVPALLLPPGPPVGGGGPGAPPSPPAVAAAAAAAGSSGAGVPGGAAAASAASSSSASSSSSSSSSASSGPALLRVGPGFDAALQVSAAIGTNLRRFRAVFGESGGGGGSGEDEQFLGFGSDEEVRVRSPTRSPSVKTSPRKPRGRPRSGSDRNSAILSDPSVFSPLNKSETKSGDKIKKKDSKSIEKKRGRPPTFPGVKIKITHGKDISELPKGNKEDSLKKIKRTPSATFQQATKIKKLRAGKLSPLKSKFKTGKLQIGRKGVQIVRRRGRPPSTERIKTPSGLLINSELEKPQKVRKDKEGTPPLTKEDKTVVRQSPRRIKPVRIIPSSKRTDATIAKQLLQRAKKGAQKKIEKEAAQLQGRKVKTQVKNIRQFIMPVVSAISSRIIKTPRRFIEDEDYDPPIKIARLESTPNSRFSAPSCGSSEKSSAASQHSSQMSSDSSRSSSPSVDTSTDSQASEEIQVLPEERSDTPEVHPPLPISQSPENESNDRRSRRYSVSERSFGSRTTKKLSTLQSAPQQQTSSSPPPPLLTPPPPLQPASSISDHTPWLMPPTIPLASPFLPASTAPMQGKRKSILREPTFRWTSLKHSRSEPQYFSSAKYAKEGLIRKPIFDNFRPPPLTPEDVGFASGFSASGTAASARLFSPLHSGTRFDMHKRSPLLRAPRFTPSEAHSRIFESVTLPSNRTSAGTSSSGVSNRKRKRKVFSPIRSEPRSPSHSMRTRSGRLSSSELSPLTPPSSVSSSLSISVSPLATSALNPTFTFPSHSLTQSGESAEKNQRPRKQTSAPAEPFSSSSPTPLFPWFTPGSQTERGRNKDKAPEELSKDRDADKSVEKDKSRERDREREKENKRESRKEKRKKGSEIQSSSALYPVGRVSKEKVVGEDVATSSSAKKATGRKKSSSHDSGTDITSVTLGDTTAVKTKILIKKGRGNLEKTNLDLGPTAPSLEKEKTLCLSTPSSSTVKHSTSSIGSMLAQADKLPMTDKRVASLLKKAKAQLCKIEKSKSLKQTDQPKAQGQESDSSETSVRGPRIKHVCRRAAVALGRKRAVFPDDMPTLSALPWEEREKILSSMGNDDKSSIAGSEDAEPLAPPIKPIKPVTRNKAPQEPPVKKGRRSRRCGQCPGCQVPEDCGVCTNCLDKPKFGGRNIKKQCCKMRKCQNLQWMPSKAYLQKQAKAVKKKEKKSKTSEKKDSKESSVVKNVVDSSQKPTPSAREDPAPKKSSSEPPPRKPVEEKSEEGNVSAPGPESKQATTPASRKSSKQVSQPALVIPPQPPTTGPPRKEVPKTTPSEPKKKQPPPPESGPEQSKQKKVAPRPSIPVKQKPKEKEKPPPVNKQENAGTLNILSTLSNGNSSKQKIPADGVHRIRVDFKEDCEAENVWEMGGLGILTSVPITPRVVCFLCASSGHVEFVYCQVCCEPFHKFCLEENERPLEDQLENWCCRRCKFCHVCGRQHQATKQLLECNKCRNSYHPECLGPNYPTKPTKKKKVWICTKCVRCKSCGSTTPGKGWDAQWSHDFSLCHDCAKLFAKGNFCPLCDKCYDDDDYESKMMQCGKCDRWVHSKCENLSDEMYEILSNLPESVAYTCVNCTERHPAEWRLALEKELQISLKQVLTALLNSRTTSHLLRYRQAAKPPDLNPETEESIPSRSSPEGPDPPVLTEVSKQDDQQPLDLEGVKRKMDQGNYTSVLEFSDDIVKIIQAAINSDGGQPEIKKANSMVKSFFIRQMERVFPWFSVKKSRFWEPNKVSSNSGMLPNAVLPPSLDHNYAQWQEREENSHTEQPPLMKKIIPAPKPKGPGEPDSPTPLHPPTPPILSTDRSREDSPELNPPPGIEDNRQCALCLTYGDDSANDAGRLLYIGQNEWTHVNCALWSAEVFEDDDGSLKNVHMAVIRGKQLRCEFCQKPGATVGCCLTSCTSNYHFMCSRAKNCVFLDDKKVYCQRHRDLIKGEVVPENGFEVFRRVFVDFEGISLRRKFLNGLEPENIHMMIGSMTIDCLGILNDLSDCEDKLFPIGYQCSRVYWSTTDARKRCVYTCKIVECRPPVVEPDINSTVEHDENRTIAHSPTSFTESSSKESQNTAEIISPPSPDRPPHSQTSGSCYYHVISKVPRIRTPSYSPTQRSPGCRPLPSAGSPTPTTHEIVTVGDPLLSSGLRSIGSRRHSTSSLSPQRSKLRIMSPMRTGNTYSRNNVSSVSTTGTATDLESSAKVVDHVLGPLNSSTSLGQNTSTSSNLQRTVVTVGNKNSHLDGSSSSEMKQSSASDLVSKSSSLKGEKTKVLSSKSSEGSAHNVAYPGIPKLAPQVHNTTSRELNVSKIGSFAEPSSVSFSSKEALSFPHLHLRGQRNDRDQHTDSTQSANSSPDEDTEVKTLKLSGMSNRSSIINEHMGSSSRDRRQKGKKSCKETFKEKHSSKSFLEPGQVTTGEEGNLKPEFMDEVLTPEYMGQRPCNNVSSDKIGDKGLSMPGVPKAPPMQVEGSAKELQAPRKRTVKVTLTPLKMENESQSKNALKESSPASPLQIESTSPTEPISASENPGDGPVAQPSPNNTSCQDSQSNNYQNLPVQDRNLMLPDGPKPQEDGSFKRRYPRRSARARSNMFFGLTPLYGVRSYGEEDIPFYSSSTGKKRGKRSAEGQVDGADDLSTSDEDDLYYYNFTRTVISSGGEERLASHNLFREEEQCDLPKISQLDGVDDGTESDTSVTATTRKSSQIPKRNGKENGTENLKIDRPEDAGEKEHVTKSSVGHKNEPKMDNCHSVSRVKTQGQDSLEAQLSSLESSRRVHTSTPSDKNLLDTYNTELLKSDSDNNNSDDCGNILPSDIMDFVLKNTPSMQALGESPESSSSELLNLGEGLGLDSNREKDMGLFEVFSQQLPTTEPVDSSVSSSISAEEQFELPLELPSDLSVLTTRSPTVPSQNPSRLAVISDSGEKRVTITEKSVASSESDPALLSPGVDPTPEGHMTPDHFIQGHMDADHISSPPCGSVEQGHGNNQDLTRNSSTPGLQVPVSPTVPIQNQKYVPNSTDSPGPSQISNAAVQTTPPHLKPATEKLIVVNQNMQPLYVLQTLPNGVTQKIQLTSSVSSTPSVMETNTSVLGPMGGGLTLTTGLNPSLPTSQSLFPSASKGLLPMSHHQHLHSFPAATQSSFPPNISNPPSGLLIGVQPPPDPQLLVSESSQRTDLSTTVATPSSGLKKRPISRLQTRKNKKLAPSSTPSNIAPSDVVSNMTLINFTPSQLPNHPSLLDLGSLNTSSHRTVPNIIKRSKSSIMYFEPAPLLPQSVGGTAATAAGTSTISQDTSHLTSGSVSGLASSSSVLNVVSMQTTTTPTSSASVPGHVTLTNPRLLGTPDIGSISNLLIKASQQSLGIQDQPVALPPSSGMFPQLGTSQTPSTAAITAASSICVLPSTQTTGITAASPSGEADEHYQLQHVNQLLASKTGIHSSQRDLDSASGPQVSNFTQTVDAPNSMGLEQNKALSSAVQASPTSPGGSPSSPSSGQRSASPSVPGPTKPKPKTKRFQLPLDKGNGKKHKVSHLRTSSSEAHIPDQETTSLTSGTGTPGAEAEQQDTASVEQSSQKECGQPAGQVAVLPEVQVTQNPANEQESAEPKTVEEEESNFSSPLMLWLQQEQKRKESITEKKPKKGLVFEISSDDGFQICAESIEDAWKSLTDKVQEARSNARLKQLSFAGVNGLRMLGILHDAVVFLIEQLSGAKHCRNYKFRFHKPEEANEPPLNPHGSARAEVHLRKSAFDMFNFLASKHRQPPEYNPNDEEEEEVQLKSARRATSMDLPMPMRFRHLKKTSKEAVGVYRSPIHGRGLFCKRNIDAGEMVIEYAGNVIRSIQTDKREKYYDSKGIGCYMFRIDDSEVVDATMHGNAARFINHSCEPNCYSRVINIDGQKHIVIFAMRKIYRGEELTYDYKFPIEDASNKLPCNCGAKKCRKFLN
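Purified MLL-CXXC (added from a 7 uM solution) was preincubated 5 min at ambient with pinned compounds in 50 mM Tris-HCl pH 7.5, 50 mM NaCl, 1 mM DTT, 0.05% BSA. Fluorescein-labeled HOX-A9 DNA (50 nM solution) followed, 30 min, then polarization read.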
GALK inhibitor: blocks human galactokinase activity; Potency, µM (doses to about 57.5 µM), for inactives: top-dose activity change, negative = inhibition, hits mostly inhibitors; P51570; Purified GALK, Kinase-Glo residual ATP luminescence; AID 1868; 0.007% of 270,000 active; further: potency means the concentration at half of the fitted maximal effect; on the % scale 0 is the no-effect control and ±100 the full control effect
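Luminescence from leftover ATP (Ultra-Glo luciferase/luciferin) served as read-out after a 1 h room-temperature reaction of 5 nM GALK with 35 uM ATP and 100 uM galactose.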
Starred values were filed as active, the others as inactive; ? = inconclusive; . = no result given; & = joins results of further samples; [ ] = dose if it differs, or a comment. Unless noted, the call rests on the fitted dose curve; in most records, active means well fitted curve in the direction sought with a large enough effect; inconclusive means small, poorly fitted or top-dose-only effect, or another doubt; inactive means no such curve, though single readings can be large; an effect the other way counts as inactive or inconclusive.

| molecule | TSHR antagonist | TCR activator | Giardia killer | Chronic BCR inh | Tb PFK block | AT treatment | KCNH2 WT inh | FBPA coupling cs | CXXC DNA block | GALK inhibitor |
| --- | --- | --- | --- | --- | --- | --- | --- | --- | --- | --- |
| COc1cccc(CNc2ncc(C(=O)Nc3cc(OC)c(OC)c(OC)c3)c(C)n2)c1 | -12.5 | -1.7% | -2.2 | ? | -2.2% | -1.5% | 10.3 | 3.8 | 0.4% | 0.6% |
| CCOc1nc(NC(=O)NS(=O)(=O)c2ccccc2F)nc(-c2ccccc2)n1 | 6.4 | -6.4% | 13.7 | ? | -4.6% | 0.8% | -1.9 | -4.1 | -4.5% | 0.3% |
| CCOC(=O)c1[nH]c2ccc(OCC)cc2c1NC(=O)CN1CCCC(C)C1 (stereo not drawn) | 18.3 | -1.5% | 11.5 | 1.0% | 0.3% | . | 2.3 | -9.1 | -2.7% | -1.6% |
| COc1ccc(OC)c(NC(=O)CSc2nc3cccnc3n2C)c1 | -7.3 | -16.4% | -3.6 | -4.5% | -1.5% | 0.9% | 4.5 | 3.0 | -2.8% | -0.8% |
| Brc1ccc(-c2csc(N3CCCCC3)n2)cc1 | -15.2 | . | . | ? | 0.1% | 22.1% | . | . | . | . |
| CC(C)[C@H](NC(=O)C1CC(=O)N(c2ccc3c(c2)OCO3)C1)C(=O)NC1CCCC1 (stereo partly drawn) | -10.5 | -1.8% | 21.9 | 0.1% | -13.8% | 0.7% | 31.2 | -7.1 | -15.9% | -0.7% |
| COc1ccc(CCn2c(NN=C(C)C)nc3c2c(=O)[nH]c(=O)n3C)cc1 | 1.4 | 0.8% | -5.6 | -3.1% | -12.4% | -9.9% | 3.9 | -24.2 | 0.3% | -2.1% |
| O=C(Nc1nc2c(Cl)cccc2s1)C1CC1 | -11.8 | -205.4% | -2.7 | ? | 1.4% | 5.4% | 4.2 | -1.4 | 6.1% | -1.1% |
| COc1ccccc1C(=O)NCCC(=O)N(C)Cc1cccs1 | 13.9 | -2.6% | 2.8 | -0.5% | -0.3% | -0.2% | 7.3 | . | . | . |
| Cc1onc(-c2ccccc2)c1NC(=O)N(CCC#N)Cc1cccs1 | 0.2 | -0.4% | -7.7 | 0.7% | 0.8% | 1.8% | -2.1 | -0.6 | -1.9% | -1.7% |
| COc1ccc(S(=O)(=O)N2CCCCCC2)cc1NC(=O)Cc1ccc(OC)c(OC)c1 | 12.9 | -0.6%[46.1 µM] | 3.6 | -14.2% | -3.4% | -21.6% | 4.6 | . | . | . |
| COC/C=C/C1=CC2=CC(=O)C(C)(OC(=O)c3cnc4ccccc4n3)C(=O)C2=CN1CCN1CCOCC1 (stereo not drawn) | 2.0 | -5.0% | 7.3 | -0.5% | 2.2% | -32.4% | -9.9 | -14.4&2.3 | -24.6% | 1.7% |
| Cc1ccc(Cl)cc1NC(=S)N(CCN(C)C)Cc1cccs1 | 0.7 | -8.5% | -9.1 | 5.7% | 1.3% | 0.7% | 7.9 | 0.1 | -0.7% | -2.3% |
| COc1cc(NC(=O)c2cc(-c3ccccc3Cl)on2)cc(OC)c1OC | -23.6 | -3.6% | 2.4 | ? | 3.7% | 5.9% | -6.1 | -3.2 | -2.5% | 2.6% |
| CC1(C)Cc2ccccc2-c2n[nH]c(=S)n21 | 20.4 | -0.6% | 4.7 | ? | ? | 5.9% | -1.3 | 0.3 | 12.5% | 8.0% |

One compound at a time (already shown). Screens in order: TSHR antagonist | TCR activator | Giardia killer | Chronic BCR inh | Tb PFK block | AT treatment | KCNH2 WT inh | FBPA coupling cs | CXXC DNA block | GALK inhibitor
Record of `Brc1ccc(-c2csc(N3CCCCC3)n2)cc1` : -15.2 | . | . | ? | 0.1% | 22.1% | . | . | . | .
Record of `O=C(Nc1nc2c(Cl)cccc2s1)C1CC1` : -11.8 | -205.4% | -2.7 | ? | 1.4% | 5.4% | 4.2 | -1.4 | 6.1% | -1.1%

Further records follow.
| molecule | TSHR antagonist | TCR activator | Giardia killer | Chronic BCR inh | Tb PFK block | AT treatment | KCNH2 WT inh | FBPA coupling cs | CXXC DNA block | GALK inhibitor |
| --- | --- | --- | --- | --- | --- | --- | --- | --- | --- | --- |
| CCOc1ccc(N2CC(C(=O)Nc3nnc(C4CCCCC4)s3)CC2=O)cc1 (stereo not drawn) | -11.5 | 7.1% | 9.5 | 7.0% | 1.6% | -0.6% | -8.5 | 2.0 | -2.0% | -3.4% |
| COc1ccc(OC)c(-c2csc(N(CC3CCCO3)C(=O)Cc3ccccc3)n2)c1 (stereo not drawn) | -8.0 | 9.5% | 7.4 | -1.3% | -0.8% | 1.7% | -5.5 | -1.6 | -9.3% | -0.5% |
| CS(=O)(=O)N(Cc1ccc(C(=O)NN=C2CCCCCC2)cc1)c1ccccc1 | 2.5 | -3.2%[46.1 µM] | 18.1 | ? | -1.2% | -4.4% | 6.6 | 2.9 | 4.2% | . |
| O=C(OCc1ccc([N+](=O)[O-])cc1)c1ccccn1 | -2.3 | -1.8% | -0.5 | 2.6% | -11.2% | 0.5% | -4.4 | -0.3 | 2.5% | 8.3% |
| Cc1cc(CSc2ccccc2)ccc1NC(=O)c1ccc(CN2CCOCC2)cc1 | -13.6 | -2.9%[46.1 µM] | -4.2 | 1.4% | -7.0% | -4.5% | -13.3 | -0.5 | -2.9% | -0.3% |
| Cc1cccc(NC(=O)C(CC(C)C)NC(=O)C2CCC(C)CC2)n1 (stereo not drawn) | -14.5 | -2.7% | 4.8 | ? | -4.2% | -0.9% | 1.7 | 0.0 | 12.2% | -0.9% |
| O=C(Nc1ccccc1N1CCOCC1)c1cc2c(s1)CCCCC2 | -16.0 | . | 26.6 | ? | -1.5% | 7.9% | 1.9 | 1.1 | 6.0% | -3.1% |
| COc1ccccc1CNC(=O)C(=O)NCC1OCCN1S(=O)(=O)c1ccc2c(c1)OCCO2 (stereo not drawn) | -1.6 | 3.3% | -18.1 | -6.1% | -2.3% | 17.1% | -1.9 | 1.1 | 8.3% | . |
| Cc1ccc2c(C)c(C(=O)N(Cc3ccc(F)cc3)C3CCS(=O)(=O)C3)oc2c1 (stereo not drawn) | 11.1 | -0.6% | -2.5 | -0.7% | -0.5% | -5.5% | 0.3 | . | 3.8% | 0.3% |
| CCNC(=O)COc1ccc(OCc2ccccc2)cc1 | -8.9 | -0.6% | -20.2 | ? | 3.2% | -2.2% | 2.3 | -0.2 | 1.5% | -3.4% |
| CCOc1ccc(C(=O)n2cc(C(=O)OC)c3ccccc32)cc1 | -10.1 | . | -3.7 | 0.0% | -1.1% | 3.3% | -0.4 | 3.1 | ? | 7.2% |
| COc1ccc(Cc2nc(=S)[nH][nH]2)cc1Br | 8.6 | -1.9% | -24.6 | -9.3% | 8.7% | -3.5% | -9.0 | 4.9 | -6.6% | -2.0% |
| COc1cccc(C(=O)O[C@H]2[C@H](C)NS(=O)(=O)[C@H]3C[C@@H]4C=C[C@]23O4)c1 | 30.2 | 7.3% | 2.4 | -3.0% | 3.7% | -9.1% | 3.9 | . | . | . |
| COC(=O)c1cc(NC2c3ccccc3C(=O)N2c2ccc(Cl)cn2)cc(C(=O)OC)c1 (stereo not drawn) | 3.8 | -2.9%[46.1 µM] | 4.8 | 4.8% | -5.5% | -4.1% | 1.8 | 1.4 | -3.9% | 0.9% |
| C=CCOc1c(Br)cc(CNc2nccs2)cc1OC | -18.2 | 4.2%[46.1 µM] | 15.6 | 2.2% | -0.1% | -0.9% | 0.1 | -0.5 | 1.9% | 0.3% |
| Cn1cnc(S(=O)(=O)NCc2ccccc2)c1 | 3.9 | -32.5% | -1.4 | -1.5% | -6.4% | -8.0% | 2.4 | 2.6 | 13.0% | . |
| Cc1ccc(C(=O)N/C(=C/c2ccco2)C(=O)N2CCC(C)CC2)cc1 | 35.2 | 0.5% | -9.8 | -1.0% | 1.9% | -0.4% | -8.9 | -2.5 | 5.6% | -0.6% |
| CCN(CC)C(=O)C1CC(c2ccc(OC)cc2)=NO1 (stereo not drawn) | 13.9 | 0.9% | 11.5 | ? | 3.6%[0.46 µM] | -4.9% | -6.5 | 0.5 | 13.9% | -3.1% |
| COc1ccccc1CN(C)C(=O)c1cccc(S(=O)(=O)N2CCN(Cc3ccccc3)CC2)c1 | -2.5 | 0.6% | -5.8 | -0.4% | -1.7% | 11.2% | 0.3 | . | . | . |
| CCOC(=O)C1CCN(C(=O)CSc2c3c(nc4ccccc24)CCC3)CC1 | -1.6 | 5.5% | 17.7 | 1.9% | 4.4% | -0.4% | 7.7 | 3.7 | -4.5% | -0.7% |
| CCOc1cccc(NC(=O)/C(C#N)=C\c2cccnc2)c1 | -5.5 | -4.0% | 6.4 | -2.7% | 12.3% | -4.1% | -1.1 | -0.8 | 4.1% | -1.9% |
